Wee1 stabilizer = Wee1 degradation inhibitors, primary screen, cell-based, HeLa, Wee1K328M-luciferase, luminescence; Wee1-like protein kinase (Homo sapiens), P30291; HeLa Luc-Wee1K328M stability; 100% = proteasome inhibitor MG132 effect; reporter increase, % at 5 µM; 220,000 compounds, 1.2% hits;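 active = activation above the mean of all tested compounds plus 3 SD, set per screening run, cut at about 8.8% in these data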;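 note: cells exposed to compound for 20 h before luminescence read; 0% = DMSO alone and 100% = MG132 at 30 µM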
PERK inh = block of dimerizer-induced PERK translation repression, primary screen, PERK inhibitor project, CHO PERK-DD cells, SEAP luminescence, HTS. Eukaryotic translation initiation factor 2-alpha kinase 3 (Homo sapiens), Q9NZJ5. CHO PERK-DD fusion, SEAP luminescence translation reporter. inhibition, % at 5.6 µM. 220,000 compounds, 0.17% hits. AID 1416, 2008;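 active = inhibition above the mean inhibition of all tested compounds plus 3 SD, set separately per screening campaign, cut at about 2.9% in these data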;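 note: PERK kinase domain activated by AP20187 dimerizer at 100 nM; 0% = DMSO with dimerizer and 100% = rapamycin at 8.4 µM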
Target sequence (Q9NZJ5 whole entry, looked up, the tested form may be a part): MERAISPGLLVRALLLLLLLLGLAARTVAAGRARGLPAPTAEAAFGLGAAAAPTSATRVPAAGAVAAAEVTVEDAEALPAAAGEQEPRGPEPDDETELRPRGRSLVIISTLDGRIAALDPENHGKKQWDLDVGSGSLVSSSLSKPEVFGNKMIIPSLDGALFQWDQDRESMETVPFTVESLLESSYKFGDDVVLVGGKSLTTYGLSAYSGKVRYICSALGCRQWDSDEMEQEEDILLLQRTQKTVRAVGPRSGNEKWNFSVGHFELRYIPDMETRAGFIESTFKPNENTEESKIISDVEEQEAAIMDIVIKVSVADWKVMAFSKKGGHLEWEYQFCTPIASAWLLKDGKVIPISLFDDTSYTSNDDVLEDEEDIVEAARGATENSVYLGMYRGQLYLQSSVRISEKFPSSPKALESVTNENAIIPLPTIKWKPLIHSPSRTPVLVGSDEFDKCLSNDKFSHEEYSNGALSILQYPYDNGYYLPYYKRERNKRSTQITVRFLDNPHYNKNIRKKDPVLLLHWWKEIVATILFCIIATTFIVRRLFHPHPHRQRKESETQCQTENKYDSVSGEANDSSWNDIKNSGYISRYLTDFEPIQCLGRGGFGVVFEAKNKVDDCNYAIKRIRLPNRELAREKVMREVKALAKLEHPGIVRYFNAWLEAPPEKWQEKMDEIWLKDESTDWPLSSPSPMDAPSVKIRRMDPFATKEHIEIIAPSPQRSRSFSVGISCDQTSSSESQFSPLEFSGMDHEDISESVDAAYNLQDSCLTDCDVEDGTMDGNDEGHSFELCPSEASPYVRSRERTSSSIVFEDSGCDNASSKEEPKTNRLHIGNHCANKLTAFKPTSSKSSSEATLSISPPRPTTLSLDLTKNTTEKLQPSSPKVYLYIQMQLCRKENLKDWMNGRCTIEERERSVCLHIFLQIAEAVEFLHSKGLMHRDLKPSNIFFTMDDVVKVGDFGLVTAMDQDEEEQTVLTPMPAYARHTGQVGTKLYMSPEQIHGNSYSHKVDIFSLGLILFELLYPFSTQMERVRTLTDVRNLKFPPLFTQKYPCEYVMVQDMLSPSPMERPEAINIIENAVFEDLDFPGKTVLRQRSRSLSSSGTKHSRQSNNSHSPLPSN
FXIIa inh = human FXIIa protease inhibitors, primary screen, biochemical, 1536-well. AID 800, 2007. 220,000 compounds, 0.3% hits. purified FXIIa, Boc-QGR-AMC fluorogenic substrate, 2 h. Coagulation factor XII (Homo sapiens), P00748. inhibition, % at 5 µM; in the data active = inhibition above about 40%;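 note: 0% = enzyme with no compound and 100% = blank without enzyme; many of its hits are not listed in these tables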
Thrombin inh = human alpha-thrombin inhibitors, primary screen, counter-screen for coagulation protease inhibitor project, biochemical, 1536-well, fluorogenic AMC substrate. inhibition, % at 5 µM. Prothrombin (Homo sapiens), P00734. 220,000 compounds, 0.26% hits. Boc-VPR-AMC fluorogenic substrate cleavage;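 active = inhibition at or above 40%; inactive = inhibition below 40%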;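 note: 0% = enzyme with no compound and 100% = wells without enzyme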
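Test system: human alpha-thrombin; medium: pH 7.5 Tris-saline with Tween 20; times: reaction at room temperature; signal: AMC fluorescence at 355 nm excitation and 460 nm emission; also added: Boc-VPR-AMC substrate, 15 µM final; dosing: one concentration per compound, 5 µM, with 0.2% DMSO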
KCC2 mod = KCC2 cotransporter modulators, thallium flux, primary screen, cell-based, HEK293 KCC2, FluoZin-2 fluorescence, MLSMR | Solute carrier family 12 member 5 (Homo sapiens), Q9H2X9 | B-score of Tl+ flux slope (higher = more flux/activation; lower = inhibition) at 10 µM | 190,000 compounds, 2.2% hits | KCC2 cells, thallium flux FluoZin-2 fluorescence;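 active = thallium flux slope and its plate-corrected score both differing from the plate sample mean at a set confidence after two filtering rounds, in either direction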;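 note: slope of fluorescence scaled to starting intensity during 10 to 20 s after thallium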
Furin inhibitor = human furin inhibitors, primary screen, biochemical, fluorescence intensity | purified furin, fluorogenic substrate cleavage | inhibition, % at 30 µM | 220,000 compounds, 0.061% hits | AID 463115, 2010; in the data active = inhibition above about 25%; note: inactives centre near -15
hK5 inh = human KLK5 protease inhibitors, primary screen, biochemical, 1536-well. recombinant hK5, fluorogenic AMC substrate cleavage. inhibition, % at 5 µM. 210,000 compounds, 0.59% hits. AID 873, 2007;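 active = inhibition of 40% or more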;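 note: 0% = enzyme controls without compound and 100% = no-enzyme blanks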
p97 inhibitor = inhibitors of human p97 ATPase, primary screen, biochemical | recombinant p97 ATPase, Kinase-Glo ATP luminescence, 3 h | AID 1481, 2009 | 220,000 compounds, 0.42% hits | inhibition, % at 8 µM | Transitional endoplasmic reticulum ATPase (Homo sapiens), P55072; in the data active = inhibition above about 15%;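 note: 0% = DMSO vehicle and 100% = wells lacking enzyme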
FXIa inh = human FXIa protease inhibitors, primary screen, biochemical, 1536-well. 220,000 compounds, 0.14% hits. inhibition, % at 5 µM. AID 798, 2007. purified FXIa, Boc-Glu-Ala-Arg-AMC fluorogenic substrate;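 active = inhibition of at least 40%; inactive = inhibition below 40%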;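 note: fluorescence of freed AMC excited at 355 nm; 0% = enzyme without compound and 100% = no enzyme blank; many of its hits are not listed in these tables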
* = called active by the depositor; nt = no result given; [ ] = another dose, or the depositor's remark. Random draw from the library; overall some 4.4% were active at least once.

canonical_smiles	FXIIa inh	Furin inhibitor	Wee1 stabilizer	KCC2 mod	Thrombin inh	PERK inh	p97 inhibitor	hK5 inh	FXIa inh
COc1ccc(CN(C(=O)Cn2nnc(-c3ccc(C)o3)n2)C(C(=O)NCC2CCCO2)c2ccco2)cc1 (centres undefined)	5	-26	-2	0.089	-5	0.0	4	-4	-4
CCCCCCCCS(=O)c1sc2nc3c(cc2c1N)CCCC3 (centres undefined)	6	-12[20 µM]	0	-0.7	-1	0.1	5	-8	-1
COc1ccccc1-n1c(Cc2cccs2)n[nH]c1=S	0	-19	-1	0.7	-6	0.9	1	-5	-7
CCCCCCCCNC1=CC(=O)CC(C)(C)C1	30	4	-3	0.32	7	-1.8	-7	50*	23
Cc1nc(SCC(=O)N2CCCc3ccccc32)c2oc3ccccc3c2n1	12	-7	0	nt	1	1.6	7	-14	2
COC(=O)c1sc2nc(CN3CCOCC3)nc(N3CCOCC3)c2c1C	-13	-9	1	0.12	-2	-0.3	0	-14	-2
COc1ccc(C2(C(=O)N3CCOCC3)CCCC2)cc1	11	-8[20 µM]	3	0.15	-3	0.7	9	7	-5
Oc1cccc(C(Nc2nccs2)c2ccc3cccnc3c2O)c1 (centres undefined)	4	-13	0	-2.9	-8	-0.3	1	-13	-3
O=C1OCCC1Sc1nnc(-c2ccc(F)cc2)n1Cc1ccccc1 (centres undefined)	13	-15	2	0.33	-4	1.4	0	-9	8
O=C1C2C3C=CC(C2C(=O)N1c1nccs1)C1C(=O)N(c2nccs2)C(=O)C31 (centres undefined)	-5	-27	2	-0.85	4	1.0	2	-20	-3
O=C(CCn1nnc2ccccc2c1=O)N[C@@H](Cc1c[nH]c2ccccc12)C(=O)O	5	-11	1	0.81	-4	-0.9	5	1	-2
Cc1ccc(-n2c(C)cc(-c3csc(N)n3)c2C)cc1	1	-1	0	-3.2*	10	0.1	3	1	4
O=C(NCc1csc(-c2cccs2)n1)C1CCCCC1	5	-11	2	-0.19	-5	-1.5	3	-2	0
CCOC(=O)CNc1c(N2CCN(c3ccccn3)CC2)c(=O)c1=O	10	-12	0	nt	-4	-0.5	-6	-15	0
COc1cc2c(cc1/C=C1/NC(=O)N(CC(=O)Nc3ccccc3)C1=O)OCO2	13	-32	3	0.77	-1	0.7	8	5	2
O=C(Nc1cc(Cl)cc(Cl)c1)c1ccc(Cn2c(=O)[nH]c3ccsc3c2=O)cc1	13	-19	3	-0.55	0	1.3	5	9	18
Cc1onc(-c2ccccc2)c1C(=O)/C=C/N(C)C	13	-4	3	-0.028	5	0.5	5	-3	-4
Cc1ccc(C(=O)NN(CCC(=O)NC(C)(C)C)C2=NS(=O)(=O)c3ccccc32)cc1	2	-5	0	-0.22	-4	0.5	-2	-9	-5
C=CCN1C(=O)C(CC(=O)Nc2ccccc2)SC1=Nc1c(C)n(C)n(-c2ccccc2)c1=O (centres undefined)	-1	-23[20 µM]	-3	-0.076	-7	0.2	1	31	-7
COc1ccc(CNC(=O)COC(=O)CC2CCCC2)cc1	14	-17	3	2	-2	1.3	0	-16	7
CCOC(=O)Cc1csc(NC(=O)CSc2nnnn2-c2ccc(CC)cc2)n1	16	-24	2	-3	1	0.2	-1	-5	0
CCCn1c(SCC(=O)c2cc(C)n(-c3ccc4c(c3)OCO4)c2C)n[nH]c1=O	-6	-4	-1	-0.46	-5	-0.1	-5	-2	1
O=C(CC1CCCCC1)NCc1ccc(F)cc1	2	-20	9.0*	-0.84	-1	1.6	2	-6	-1
COc1ccc2cc3cc(C(=O)Nc4ccccc4N4CCN(C)CC4)oc3nc2c1	-5	1	-2	nt	-3	-2.0	-5	0	-6
Cn1c(-c2c(N)n(CCCc3ccccc3)c3nc4ccccc4nc23)nc2ccccc21	-2	5[20 µM]	1	-0.057	-8	-0.7	3	-10	-7
Cn1c(=O)cc(OCC(=O)NCCCN2CCN(Cc3ccccc3)CC2)c2ccccc21	20	-19	0	0.12	1	0.2	3	-4	9
CSc1nsc(N/N=C/c2ccccc2)c1C#N	13	-38	2	0.032	2	-0.3	5	-2	-1
CC1CCCC(NC(=O)CCCn2c(=S)[nH]c3ccccc3c2=O)C1C (centres undefined)	2	-19	2	1.4	-1	2.1	1	-6	-6
Cc1ccc(CNC(=O)Cn2c([N+](=O)[O-])cnc2C)cc1	16	-24[20 µM]	0	nt	-3	2.2	3	-3	6
CC(C)COc1cccc(C(=O)Nc2ccc(S(=O)(=O)N3CCOCC3)cc2)c1	14	-25[20 µM]	0	0.31	-8	-0.5	-2	-16	0
Cc1cc2ccccn2c1C(C[N+](=O)[O-])c1ccc(N(C)C)cc1 (centres undefined)	17	-20	2	0.22	-2	0.0	3	-12	7
Cc1ccc(Nc2nc3ccccc3nc2-n2nc(C)cc2C)cc1	11	-5	-1	-0.036	-6	0.1	-10	-14	2
O=[N+]([O-])c1cc(/C=N/n2c(-c3cccnc3)n[nH]c2=S)ccc1Cl	24	-12	1	8.1*	2	0.0	9	-7	17
Cc1cccc(NC(=S)N/N=C2\CC(C)(C)Oc3ccc(O)cc32)c1	16	-21	-2	-0.022	-3	0.6	5	-11	6
Cc1ccc(NC(=O)C[n+]2cc(-c3ccc(C)cc3)n3c2CCC3)cc1	6	6	1	0.31	0	0.1	5	-4	8
CCC(=O)Nc1ccc(S(=O)(=O)Nc2ccc(Cl)nn2)cc1	4	-16	-1	0.18	0	0.3	5	-15	-4
Cc1ccccc1NC(=O)c1cccc2nc3ccccc3nc12	44*	-33[20 µM]	-1	-0.13	1	0.9	1	14	13
CCS(=O)(=O)N1CCC(C(=O)NCCc2ccccc2)CC1	24	-21	-2	-0.26	6	0.9	3	-13	11
COC(=O)c1cc(Cl)c(NC(=O)/C=C/c2ccc(OC)c(OC)c2)cc1OC	17	-5[20 µM]	3	1.2	-1	-0.8	2	3	12
Cc1sc2ncn(CC(=O)NCCCOC(C)C)c(=O)c2c1S(=O)(=O)N1CCN(c2ncccn2)CC1	3	-7	-2	-0.59	-1	0.2	4	-1	-5
COc1ccc(C2=NNC(c3ccco3)=Nc3ccc(F)cc32)cc1	4	1	-3	1.7	-1	-0.4	-3	-4	-6
COc1ccc(/C=C2\CCc3ccccc3C2=O)cc1Cn1nc(C)cc1C	-4	-21[20 µM]	-2	0.036	-8	-0.6	-4	-17	-1
COc1cccc(CNc2nn[nH]n2)c1OC	19	-17[20 µM]	-3	-0.0093	4	-0.1	-1	11	8
CCOC(=O)N1CCN(C(=O)c2ccc3nc4cc(Cl)ccc4c(=O)n3c2)CC1	nt	-11[20 µM]	-1	-0.016	nt	0.7	7	nt	nt
O=C(c1cc(-c2cccs2)on1)N1CCc2ccccc2C1	13	-16[20 µM]	1	-0.97	1	0.2	-4	4	4
Nc1nc(Cl)cc(N2CCCC2)n1	6	-6	-1	0.039	-2	-0.1	0	3	-6
Cc1ccc(OCC(=O)NC(=S)Nc2ccc(Br)c(C)n2)cc1	15	-17[20 µM]	0	nt	5	1.4	4	-2	-1
COc1ccc(N(CC(=O)NCc2cccnc2)S(=O)(=O)c2ccc(C)c([N+](=O)[O-])c2)cc1	13	-11	1	-0.25	nt	-0.2	3	3	5
CN(C)S(=O)(=O)c1cccc(C(=O)Nc2ccccc2[N+](=O)[O-])c1	7	-15	0	0.01	-6	-0.5	5	-2	7
Cc1ccc(F)cc1NC(=O)c1cccc2nccnc12	16	-18[20 µM]	-1	0.53	2	0.6	0	4	2
COc1ccccc1NC(=O)c1cc2n(n1)C(C(F)(F)F)CC(c1ccc3c(c1)OCO3)N2 (centres undefined)	-3	-16[20 µM]	-1	0.031	3	-1.5	1	-10	-11
Cc1ccc(N2C(=O)c3ccc(N)cc3C2=O)cc1	8	-24	0	nt	-6	0.5	8	-19	3
Cn1c(SCc2nc3ccccc3s2)nnc1-c1ccc2c(c1)OCO2	15	-19[20 µM]	1	-0.053	3	-0.1	2	-2	5
CCOC(=O)c1nc2sc3c(c2c(=O)n1C(C)C(=O)OCC)CCCC3 (centres undefined)	7	-103	-3	-1.1	-6	-1.6	-1	-6	-8
C=C(C)Cn1c(-c2ccc(OC)cc2)nc2ccccc21	15	-2	2	nt	2	-1.7	-1	-8	3
NNS(=O)(=O)c1ccc(Sc2ccccn2)c([N+](=O)[O-])c1	5	-13	-2	nt	-5	0.8	4	0	2
O=C(c1ccccc1F)N(Cc1ccccc1)C1CCS(=O)(=O)C1 (centres undefined)	15	-2	-3	nt	3	-1.3	-6	-8	5
C#CCOCCOCCOCCNc1nc(N2CCN(C(=O)[C@H](CCCCN)n3cc([C@@H](N)CO)nn3)CC2)nc(N2CCN(C(=O)[C@H](Cc3ccc(O)cc3)n3cc([C@@H](N)CC(C)C)nn3)CC2)n1	7	-26	-1	-0.069	-2	0.0	3	4	2
COc1ccc(/C=C/C(=O)OCC(=O)Nc2c(C)cccc2C)cc1	8	-23	-3	0.063	3	0.9	3	19	3
CCOC(=O)c1c(NC(=S)Nc2ccccc2)sc2c1CC(C)(C)SC2	5	0	0	2.1	-8	-0.8	1	-23	5

Only KCC2 mod, PERK inh and FXIa inh (2 entries from above):
| Structure | KCC2 mod | PERK inh | FXIa inh |
| --- | --- | --- | --- |
| COc1cccc(CNc2nn[nH]n2)c1OC | -0.0093 | -0.1 | 8 |
| CCOC(=O)N1CCN(C(=O)c2ccc3nc4cc(Cl)ccc4c(=O)n3c2)CC1 | -0.016 | 0.7 | nt |

The list continues.
canonical_smiles	FXIIa inh	Furin inhibitor	Wee1 stabilizer	KCC2 mod	Thrombin inh	PERK inh	p97 inhibitor	hK5 inh	FXIa inh
CC(C)c1ccc(S(=O)(=O)N2CCN(C(=O)c3cccc(F)c3)CC2)cc1	3	-10[20 µM]	1	0.27	-5	-0.4	-5	-9	-2
O=C(COc1ccccc1Cl)Nc1ccc(Cl)cn1	12	-23	7	0.15	0	0.7	1	-24	1
COC(=O)CSc1snnc1-c1ccc(Cl)c(Cl)c1	13	-18[20 µM]	3	-0.82	3	-0.3	-5	-1	3
CCN(Cc1ccccc1)C(c1cccs1)c1nnnn1C1CCCCC1 (centres undefined)	10	-5	1	1.4	-6	-0.8	-10	17	3
O=[N+]([O-])c1ccc(SCCc2ccccn2)cc1	10	-10	-1	-0.21	-1	1.5	-1	1	2
COC(=O)c1cc(C(=O)c2cccc(Cl)c2Cl)cn1C	5	-21[20 µM]	0	-1.8	-2	-0.3	-3	4	-1
